# V-ATPase pHluor: regulators of yeast V-ATPase proton pumping, primary screen, pHLuorin cytosolic pH fluorescence; S. cerevisiae; response, % at 10 µM; actives 0.37% (n = 350,000); in the data active means response mostly above about 7.3%, no sharp cut-off; inactive means mostly below about 5.4%; further: actives read high; inactives centre near 0; some compounds called inactive have numbers as strong as hits; reference of the scale not given here
# DAGLB inhibitor: DAGLB lipase inhibitors, primary screen, biochemical, fluorescence, HTS | HEK293T DAGLB membrane lysate, EnzChek fluorogenic substrate | inhibition, % at 5.17 µM | actives 0.059% (n = 340,000) | AID 504411, 2011; in the data active means inhibition above about 34%;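 further: 0% = enzyme with vehicle and 100% = wells lacking enzyme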
# Keap1-Nrf2 PPI: Keap1-Nrf2 protein-protein interaction inhibitors, primary screen, biochemical, fluorescence polarization, single point; inhibition, % at 9.4 µM; AID 504523, 2011; actives 0.15% (n = 340,000); Keap1 Kelch-Nrf2 peptide fluorescence polarization, 1536-well; in the data active means inhibition above about 12%;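 further: human Keap1 Kelch domain with fluorescein labeled Nrf2 9mer peptide probe; 0% = neutral control wells and 100% = peptide positive control; higher means more block of Keap1 binding to Nrf2 peptide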
# Target sequence (Q14145 whole entry, looked up, the tested form may be a part): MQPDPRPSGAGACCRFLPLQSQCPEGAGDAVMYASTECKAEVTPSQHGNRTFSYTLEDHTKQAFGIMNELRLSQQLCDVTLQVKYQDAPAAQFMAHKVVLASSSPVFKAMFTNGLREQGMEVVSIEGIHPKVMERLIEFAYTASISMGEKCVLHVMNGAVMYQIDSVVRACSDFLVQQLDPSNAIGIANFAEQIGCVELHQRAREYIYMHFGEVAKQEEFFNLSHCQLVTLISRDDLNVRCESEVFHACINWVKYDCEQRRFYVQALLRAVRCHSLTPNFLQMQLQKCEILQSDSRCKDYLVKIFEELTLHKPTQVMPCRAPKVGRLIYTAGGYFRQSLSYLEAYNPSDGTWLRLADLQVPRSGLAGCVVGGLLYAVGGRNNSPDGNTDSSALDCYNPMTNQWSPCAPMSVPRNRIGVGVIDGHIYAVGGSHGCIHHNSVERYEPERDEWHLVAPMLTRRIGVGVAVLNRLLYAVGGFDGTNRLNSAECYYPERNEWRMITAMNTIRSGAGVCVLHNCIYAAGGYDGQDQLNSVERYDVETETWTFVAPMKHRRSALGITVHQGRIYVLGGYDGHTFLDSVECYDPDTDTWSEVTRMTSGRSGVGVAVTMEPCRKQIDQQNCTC
# CAL PDZ FP-1: untagged CAL PDZ binding inhibitors, primary screen, biochemical, fluorescence polarization, HTS. Golgi-associated PDZ and coiled-coil motif-containing protein (Homo sapiens), Q9HD26. purified CAL PDZ, TMR-peptide fluorescence polarization, 1 h. inhibition, % at 24.9 µM. actives 0.92% (n = 300,000). AID 602252, 2012;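 active means mean inhibition of at least 30% with at least half of replicates also reaching 30%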;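 further: 0% = DMSO neutral control and 100% = excess unlabeled competitor peptide PRC23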
# CAL PDZ FP-2: CAL PDZ peptide-binding inhibitors, primary screen, biochemical, fluorescence polarization, Cer-tagged CAL PDZ, HTS | AID 504414, 2011 | actives 0.02% (n = 330,000) | Golgi-associated PDZ and coiled-coil motif-containing protein (Homo sapiens), Q9HD26 | inhibition, % at 20 µM | purified CAL PDZ, TMR-peptide fluorescence polarization, 1 h;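 active means highest replicate inhibition of at least 40%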;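 further: plate controls were DMSO neutral control wells for no effect and unlabeled competitor peptide control wells for full effect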
#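 System: purified tagged CAL PDZ domain construct (CerCALP). Schedule: 1 h incubation at room temperature before polarization reading. Medium: 25 mM sodium phosphate pH 7.4, 150 mM NaCl, TCEP, IgG, Thesit. Read-out: percent inhibition from loss of millipolarization. Measured by: FP readout, S and P plane fluorescence. Probe or stimulus: fluorescent TMR peptide probe.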
# Pemphigus Ab inh: inhibitors of pemphigus antibody binding to DSG3, primary screen, biochemical, bead-based, flow cytometry, scFv-GFP; AID 588358, 2011; actives 0.48% (n = 310,000); DSG3-coupled beads, scFv-anti-DSG3-GFP binding; hits give low values; binding (percent of control), % at 10 µM;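 active means binding more than 3 SD below its plate's average and above zero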;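 further: hits lower antibody fragment binding to DSG3; some compounds called inactive have numbers as strong as hits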
# Arrestin-AP2 inh: inhibitors of beta-arrestin/AP2 binding, primary screen, biochemical, GPCR trafficking, flow cytometry. beta-arrestin 1 C-terminal peptide binding to AP2 beta2-adaptin appendage (human). FITC-arrestin peptide / GST-AP2 beads; AP2 beta2 appendage carries R879A mutation. inhibition, % at 10 µM. actives 0.31% (n = 340,000). AID 504490, 2011;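 active means inhibition above a set limit, near 3 SD of compounds lacking own fluorescence, cut at about 54% in these data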;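 further: plate controls were DMSO wells for no effect and 5 µM unlabelled arrestin peptide for full effect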
#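 System: GST-tagged AP2 beta2-adaptin appendage (R879A) on 4 µm glutathione beads / Reagent: FITC-arrestin peptide, 50 nM / Detection: HyperCyt-sampled flow cytometry, FL1 channel, ex 488/em 535 nm / Timing: 12 min plus 1 h, RT / Buffer or medium: PBS plus Tween 20 (0.05%) and BSA (0.1%)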
# RTF Ca sens inh: cardiac RTF calcium sensitivity inhibitors, primary screen, biochemical, IANBD-TnC fluorescence, EC70 calcium | AID 493244, 2011 | IANBD-labeled cardiac RTF, Ca2+ fluorescence | inhibition, % at 7.15 µM | actives 0.12% (n = 340,000);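 active means inhibition above the mean inhibition of all tested compounds plus 3 SD, cut at about 17% in these data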;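 further: assay run at fixed EC70 calcium of 1.6 mM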
# NSD2 inh: NSD2 histone methyltransferase inhibitors, primary screen, biochemical, AlphaScreen, single concentration, set 2. AID 743445, 2014. NSD2 peptide methylation, 120 min. inhibition, % at 12.5 µM. Histone-lysine N-methyltransferase NSD2 (Homo sapiens), O96028. actives 0.54% (n = 310,000); in the data active means inhibition above about 50%
# LANA DNA inh: inhibitors of KSHV C-LANA binding to DNA, primary screen, biochemical, fluorescence polarization, FAM-LBS DNA, MBP-C-LANA, single point; Kaposi's sarcoma herpesvirus LANA C-terminal domain (residues 932-1162) DNA binding; inhibition, % at 9 µM; AID 504423, 2011; actives 0.078% (n = 340,000);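 active means highest replicate inhibition at or above 60% at 9 µM, even if other replicates fall short; inactive means all replicates below 60% inhibition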;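 further: 0% = neutral control wells and 100% = 4 µM acridine orange control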
# Numbers without * were called inactive; . = no result given. Some of the compounds tested; rates above refer to the full screens.
V-ATPase pHluor,DAGLB inhibitor,Keap1-Nrf2 PPI,CAL PDZ FP-1,CAL PDZ FP-2,Pemphigus Ab inh,Arrestin-AP2 inh,RTF Ca sens inh,NSD2 inh,LANA DNA inh,Structure
3,-2,2,-1,-3.1,110,15,-7,-1,2.3,CCOc1ccccc1NC(=O)[C@@H](NC(=O)c1ccccc1F)C(C)C
6,1,-2,-4,0.0,107,7,3,-3,1.0,COC(=O)c1cccc(N(C(=O)c2cnccn2)C(C(=O)NC2CCCCC2)c2cn(C)nc2C)c1 (stereo not given)
1,2,-3,-3,-0.7,99,-5,-19,.,-0.6,CCn1c(SCC(=O)Nc2cc(NC(C)=O)ccc2OC)nnc1-c1ccccn1
-5,0,-2,-3,.,108,0,3,0,-1.3,CSc1nnnn1-c1cccc(O)c1
0,-1,-3,-3,-0.2,108,-10,1,-2,0.0,O=C(Cc1ccc(Cl)cc1)OCC(=O)c1ccc[nH]1
4,3,-4,-3,.,95,-10,-7,4,-0.3,CC1(C)CC(=O)C2=C(C1)N(c1ccccc1C#N)C(N)=C(C#N)C2c1cccs1 (stereo not given)
-1,-2,-6,11,0.0,.,18,-3,0,-0.5,N#Cc1ccccc1CN1C(=O)NC(Cc2c[nH]c3ccccc23)C1=O (stereo not given)
3,1,1,-6,-0.9,96,34,-2,0,5.5,COc1ccc(C2C(C(=O)c3cccs3)=C(O)C(=O)N2Cc2cccnc2)cc1OC (stereo not given)
0,-4,3,-6,-0.2,95,32,-7,.,2.7,O=S(=O)(NCCc1ccccc1)c1ccc(F)cc1Br
2,1,0,1,-2.3,89,4,-5,-3,0.7,CC(C(=O)Nc1nccs1)c1ccc([N+](=O)[O-])cc1 (stereo not given)
-1,-1,4,48*,-0.3,113,-9,-3,0,2.3,COc1ccc(S(=O)(=O)N2CCCCCC2)cc1NC(C)C(=O)Nc1ccc(NC(C)=O)cc1 (stereo not given)
4,-1,-3,-3,-0.4,97,5,-3,.,1.2,Cc1cc(OCC(=O)N2CCC(C(N)=O)CC2)c2c(C)c(C)c(=O)oc2c1
1,0,0,2,-0.9,99,0,-21,0,1.1,CCSc1nnnn1-c1ccccc1
5,1,-3,-2,1.3,.,8,-7,0,1.6,COc1ccccc1C(=O)NCCCCNC(=O)c1ccccc1OC
3,-1,-1,.,-0.2,101,-6,6,-4,-0.1,CCCC(=O)Nc1cc2c3c(c1)CCN3C(=O)CC2
1,2,-1,-3,0.0,92,0,-11,-2,1.1,O=C(NCc1ccccc1)NC(O)C(Cl)(Cl)Cl (stereo not given)
-1,1,-1,-2,-0.6,99,-12,-6,-1,1.3,CCCc1nc2ccc(NC(=O)NCCC(=O)OCC)cc2c(=O)n1Cc1cccc(Cl)c1
1,0,-5,1,-0.3,107,2,1,-4,1.2,O=Cc1ccccc1OCCOc1ccc([N+](=O)[O-])cc1
6,0,-1,6,-1.0,98,10,1,-1,-2.0,CCCSc1nnc2n(N)c(=O)c3ccccc3n12
-1,0,-3,-2,-0.9,95,17,-2,2,-2.1,COCCn1c(SCC(=O)NCc2ccc3c(c2)OCO3)nc2ccccc2c1=O
-3,2,3,-2,-0.2,105,-7,-24,-3,-2.2,COc1ccc(N2C(=O)C3CCCN3C2c2ccc(F)cc2)cc1Cl (stereo not given)
-2,-1,2,.,-0.5,99,-25,-3,-4,0.2,COC(=O)c1ccc(NC(=O)N(c2ccccc2)c2ccccc2)cc1
-9,3,-2,-4,-1.3,103,2,-1,2,35,COc1ccc(N2CCN(C(=O)c3cc(=O)c4cc(C)c(C)cc4o3)CC2)cc1
-3,-2,1,-4,-2.5,102,23,-6,1,-0.9,COc1ccc(OC)c(CNC(=O)CCC(=O)N2Cc3cccc(OC)c3Oc3ncccc32)c1
3,-1,-6,0,0.3,108,7,-3,.,1.8,Cc1ccc(CNC(=O)CCCn2nc(C)n3ccnc3c2=O)cc1

# Whole records from above:
# CCOc1ccccc1NC(=O)[C@@H](NC(=O)c1ccccc1F)C(C)C is entered as V-ATPase pHluor = 3; DAGLB inhibitor = -2; Keap1-Nrf2 PPI = 2; CAL PDZ FP-1 = -1; CAL PDZ FP-2 = -3.1; Pemphigus Ab inh = 110; Arrestin-AP2 inh = 15; RTF Ca sens inh = -7; NSD2 inh = -1; LANA DNA inh = 2.3
# CCCSc1nnc2n(N)c(=O)c3ccccc3n12 is entered as V-ATPase pHluor = 6; DAGLB inhibitor = 0; Keap1-Nrf2 PPI = -1; CAL PDZ FP-1 = 6; CAL PDZ FP-2 = -1.0; Pemphigus Ab inh = 98; Arrestin-AP2 inh = 10; RTF Ca sens inh = 1; NSD2 inh = -1; LANA DNA inh = -2.0

# Continued:
V-ATPase pHluor,DAGLB inhibitor,Keap1-Nrf2 PPI,CAL PDZ FP-1,CAL PDZ FP-2,Pemphigus Ab inh,Arrestin-AP2 inh,RTF Ca sens inh,NSD2 inh,LANA DNA inh,Structure
0,1,-6,3,0.4,101,2,-14,0,-2.2,CC1CN(c2ccc([N+](=O)[O-])cc2C(=O)N2CCOCC2)CC(C)N1 (stereo not given)
-1,-3,-2,-6,0.4,106,-29,-2,10,-3.9,CCn1c(CC(=O)Nc2ccc(C)cc2)n[nH]c1=S
-8,2,-7,1,-0.3,107,13,-5,.,0.9,COC(=O)CN1C(=O)[C@H]2[C@@H](/C=C/c3ccccc3)N3C(=O)CN(Cc4ccc(-c5ccccc5)cc4)C(=O)[C@@]3(C)[C@H]2C1=O
18*,1,2,0,-1.2,103,0,-2,-1,0.2,CCCCNc1ccc(C(=O)Nc2cccc(C)n2)cc1[N+](=O)[O-]
-2,1,4,-1,-0.2,101,-1,-7,-2,-1.0,COCCN1C(=O)c2ccccc2C(C(=O)N2CCN(c3ccccn3)CC2)C1c1ccc(F)cc1 (stereo not given)
1,-5,7,-4,1.1,100,40,2,-1,0.4,O=C1CCCC(=O)C1CS(=O)(=O)c1ccccc1
-3,-8,3,-1,.,.,1,-5,-2,0.5,Cc1ccc(-c2nc(-c3ccccn3)no2)cc1
-3,-4,-2,-2,0.5,108,20,-6,1,1.3,COc1ccccc1NS(=O)(=O)c1cc(NC(=O)C2=NNC(=O)CC2)ccc1C
-2,0,-8,-1,0.6,109,2,0,.,-4.0,C#CCOCCOCCOCCNc1nc(N2CCN(C(=O)[C@H]([C@@H](C)CC)n3cc(CCCCN)nn3)CC2)nc(N2CCN(C(=O)[C@H](C)n3cc(CCCN=C(N)N)nn3)CC2)n1
10,-1,1,-4,-1.3,113,19,2,13,-3.0,O=C(CN1CCCCCC1)Nc1ccccc1Cl
1,1,-2,2,15,98,0,3,-3,1.5,O=C(CCNC(=O)Cn1ccc2ccccc2c1=O)NCc1ccc(F)cc1Cl
1,-1,4,-1,-0.9,92,-6,-1,3,0.6,c1ccc(CNc2nc(NCc3ccco3)nc(N3CCOCC3)n2)cc1
-1,-1,-4,-6,-0.5,101,4,-7,.,0.3,CCOc1ccccc1NC(=O)CSc1nc2c(c(=O)n1C)SC(C)C2 (stereo not given)
-1,-1,-5,.,-0.8,104,28,3,-2,-0.2,Cc1cccc(C)c1NC(=O)CN(C)C(=O)c1ccc(COc2ccccc2)cc1
1,2,-7,-1,-2.5,107,-20,7,.,0.6,CCOC(=O)N1CCN(C(=O)CSc2ccc(-c3ccccc3)nn2)CC1
4,1,2,1,-1.7,108,5,-9,7,-5.6,Cc1nc2cc(-c3cccc(F)c3)nn2c(N2CCN(C(=O)c3ccco3)CC2)c1C
4,3,0,-6,-1.5,91,7,-5,5,-0.7,CCN(CCn1cccn1)Cc1ccccc1OCC(O)CN1CCc2ccccc2C1 (stereo not given)
-1,8,-2,-7,-4.8,91,11,0,.,0.3,COc1ccc(C(=O)Nc2ccccc2C(=O)O)cc1NC(=O)C(c1ccccc1)c1ccccc1
3,-2,-1,11,-1.9,101,-5,-5,1,0.9,CCC(Oc1ccccc1)C(=O)N1CCN(C(=O)C(CC)Oc2ccccc2)CC1 (stereo not given)
-4,-2,1,.,-0.6,106,-16,-3,0,0.5,CCOC(=O)C1(Cc2ccccc2)CCCN(Cc2ccc(OCC)c(CO)c2)C1 (stereo not given)
2,-4,-6,-1,0.3,105,11,4,-1,-0.7,CC1CCC(NC(=O)CN2CCCN(Cc3ccc(F)cc3Cl)C2=O)CC1 (stereo not given)
1,-3,2,-3,-1.2,117,3,4,.,1.9,C#C[C@]1(O)CC[C@H]2[C@@H]3CCc4cc(OC)ccc4[C@H]3CC[C@@]21C
-6,-3,-4,0,-0.3,99,5,6,-4,-0.4,Cc1cccc(Cn2c(C(C)O)nc3ccccc32)c1 (stereo not given)
2,-1,-2,2,-2.7,101,31,-6,.,1.9,CC(C)(C)OC(=O)CNC(=O)c1[nH]cnc1C(=O)N[C@@H](Cc1ccccc1)C(=O)OCc1ccccc1
-2,1,0,1,-0.2,101,-4,2,.,0.5,COc1cc(NC(=O)[C@@H]2CCCN2S(=O)(=O)c2cccc3cccnc23)cc(OC)c1OC
0,-1,1,.,-1.0,111,40,-9,-1,-0.4,C/C(=N/NC(=O)c1ccc2c(c1)OCCO2)c1ccc([N+](=O)[O-])cc1
-5,4,4,.,-1.0,113,-4,-7,.,0.4,CCC(=O)Nc1nc2c(OC)ccc(C)c2s1
0,-1,4,15,0.4,109,27,0,-3,-0.9,Cc1cccc(-n2ccc(=O)c(C(=O)O)n2)c1
-1,-2,-2,-1,-0.8,97,-3,9,.,0.9,CC(C)CC(NC(=O)OC(C)(C)C)c1cn([C@@H](CCC(=O)OC(C)(C)C)C(=O)N2CCN(C(=O)OC(C)(C)C)CC2)nn1 (stereo not given in full)
6,-1,-8,-1,-3.2,.,-15,-8,-4,0.4,COc1ccc(CCNC(=O)[C@H](C)NC(=O)N2CCn3c2nc2ccccc23)cc1OC
3,0,-5,-4,-1.0,103,-1,-4,28,-0.9,COc1ccc(C(=O)NCCCN2CCOCC2)cc1
5,1,-4,-2,-2.9,94,-1,0,-1,-0.9,CCN(CC)S(=O)(=O)c1ccc(OCC(=O)NC(=O)c2ccccc2OC)c([N+](=O)[O-])c1
2,-8,1,.,-0.5,95,-4,1,-4,-1.8,CC1CCCC(C)N1C(=O)COc1cccc(Oc2ccccc2)c1 (stereo not given)
